Screens from PubChem.
PGC1a acetyl inh: PGC1a acetylation modulation, inhibitor mode; U2OS PGC1a acetylation, AlphaScreen anti-acetyl-lysine; with virally co-expressed GCN5 acetyltransferase; inhibition, % at 15.6 µM; hit rate 0.17% among 350,000; AID 651687;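 active = every replicate shows inhibition of at least 40%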;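 also: 0% = neutral control wells and 100% = positive control wells; some results beyond the cut were filed as inactive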
PAX8 reporter: inhibitors of PAX8 transcriptional activity in RMG-I cells | RMG-I TPO-luciferase reporter, SteadyGlo, 24 h | inhibition, % at 12.6 µM | hit rate 1.2% among 360,000 | AID 652154;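 active = mean replicate inhibition at least 60% with every replicate also reaching 60%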;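 also: luciferase light reporting Pax8 driven TPO promoter activity; plate controls were median of neutral control wells for no effect and mitoxantrone controls for full effect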
FN deposition inh: fibronectin deposition inhibition | AH1F fibroblasts, Alexa488-fibronectin deposition fluorescence, overnight | inhibition, % at 12.6 µM | hit rate 0.086% among 350,000 | AID 743247;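 active = mean inhibition across replicates of 30% or more, regardless of how many single replicates reach that level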;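 also: positive control wells lacked labelled fibronectin entirely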
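Assay system: AH1F fibroblast monolayer, labelled fibronectin deposition. Amount: 10000 cells per well. Also added: labelled fibronectin 24 nM. Compound: single-point pinned compound. Incubation: cell attachment 1 h, compound and FN exposure overnight. Detection: fluorescence after three HBSS washes, excitation 485 nm, emission 525 nm. Read-out: inhibition of fibronectin deposition signal.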
* marks the source's active call; other numbers are inactive results.

molecule | PGC1a acetyl inh | PAX8 reporter | FN deposition inh
COC(=O)c1ccc2ncccc2c1 | 6 | -51 | 0
CS(=O)(=O)N1CCN(Cc2ccc(C(F)(F)F)cc2)CC1 | 4 | 13 | -4
CCCc1noc2c1/C(=N\O)CCC2 | -5 | -16 | 1
O=C1NCCc2c1[nH]c1ccccc21 | 4 | 1 | 14
Cc1ccc(CNc2ccc(Cl)cc2[N+](=O)[O-])cc1 | 0 | -24 | 5
COc1ccc(-n2c(=O)[nH]cc(C(=O)N3CCCc4ccccc43)c2=O)cc1 | 1 | 23 | -1
Clc1ccccc1CSC1=NCCCN1 | 3 | 5 | 3
COCc1nc(-c2cc(OC)c(OC)c(OC)c2)no1 | -1 | -14 | -3

For convenience, part of the list above.
molecule | PGC1a acetyl inh | PAX8 reporter | FN deposition inh
COC(=O)c1ccc2ncccc2c1 | 6 | -51 | 0
CS(=O)(=O)N1CCN(Cc2ccc(C(F)(F)F)cc2)CC1 | 4 | 13 | -4
CCCc1noc2c1/C(=N\O)CCC2 | -5 | -16 | 1
O=C1NCCc2c1[nH]c1ccccc21 | 4 | 1 | 14

New compounds follow:
molecule | PGC1a acetyl inh | PAX8 reporter | FN deposition inh
O=C(O)CSc1nnc(CNc2ccc(Cl)cc2)n1Cc1ccccc1 | -5 | 9 | 1
COc1cc2c(cc1OC)CN(CC(=O)Nc1ccc(C#N)cc1)CC2 | 5 | 7 | -9
Clc1ccc(-c2nc3n(n2)Cc2ccccc2-3)cc1 | -1 | -179 | -2
CC(=O)c1oc2ccccc2c1NC(=O)COC(=O)c1ccc(-n2nc(C)cc2C)cc1 | 0 | 9 | -5
O=C(NCc1ccccc1)c1csc2c1CCCCC2 | -5 | -19 | -1
COc1ccc2[nH]c(C)c(C(=O)CN3CCN(C/C=C/c4ccccc4)CC3)c2c1 | -37 | -11 | -3
Cc1nnc(SCC(=O)OC2CC(C)CCC2C(C)C)[nH]c1=O (configuration not stated) | 2 | 25 | 10
CCCOc1ccc(OCCCCNC(C)CC)cc1 (configuration not stated) | -11 | 11 | 4
CC(NC(=O)c1ccccc1NC(=O)c1ccco1)C(=O)O (configuration not stated) | 1 | 12 | 8
COc1ccccc1NC(=O)C1CCCN(c2nc(C)cc(C)n2)C1 (configuration not stated) | 3 | 3 | -5
CCOc1ccc(/C=C2/SC(=S)N(n3c(C)ccc3C)C2=O)cc1 | -13 | -21 | -7
O=[N+]([O-])c1ccc(N2CCN(c3ccc(Cl)nn3)CC2)cc1NC1CC1 | -1 | -18 | 6
Cc1ccnc(NC(=O)c2cc(S(=O)(=O)N3CCCCC3)ccc2Cl)c1 | -8 | -4 | -6
Cc1ccc2c(CN3CCN(CCO)CC3)cc(=O)oc2c1 | 5 | 2 | 1
Cc1ccc(-c2noc(CCCC(=O)Nc3cccnc3)n2)cc1 | 1 | -21 | -11
COc1ccc(Sc2cc(C(F)(F)F)nc(-c3ccccn3)n2)cc1 | -2 | -6 | -2
O=C(NCc1ccco1)c1ccc2c(=O)n(CCC3=CCCCC3)c(=O)[nH]c2c1 | 1 | 6 | 11
CC1CC(C)CN(C(=O)c2cc(-c3ccccn3)nc3ccccc23)C1 (configuration not stated) | 2 | 3 | 10
Cc1ccccc1NC(=O)NCCCN1CCN(c2ccccc2)CC1 | -2 | 2 | 5
CC12COC3(C(=O)Nc4ccc(Cl)cn4)CC1CCC32C (configuration not stated) | -4 | 2 | 0
O=C1CC(Nc2ccccc2)C(=O)N1CCc1ccccc1 (configuration not stated) | -1 | -4 | -12
CCn1c(SCC(=O)n2nc(C)cc2C)nnc1-c1ccc2c(c1)OCO2 | -2 | -10 | -4
O=C(Nc1ccc2c(c1)CCC2)c1cc(S(=O)(=O)N2CCN(c3ccccc3)CC2)ccc1Cl | 3 | 21 | -1
CCOC(=O)C1CCN(S(=O)(=O)c2cc(Br)cc3c2N(C(=O)C2CC2)CC3)CC1 | 9 | 15 | 3
Cc1ccc(-c2nnc(N(C)C(=O)c3cccnc3)s2)cc1 | 4 | -100 | 0
O=C(c1c(F)cccc1F)N(Cc1ccccn1)C1CC1 | -7 | -19 | 3
CCNc1nc(NC(C)C)nc(N(C#N)CCOc2ccccc2)n1 | 16 | 0 | 8
COC(=O)c1ccc(NC(=O)CCS(=O)(=O)c2ccc(Br)s2)cc1 | -4 | 5 | -2
CCc1nnc(NC(=O)CSc2nnc(COc3cccc(C)c3)o2)s1 | 3 | -4 | -2
O=C(CCC(=O)OCC(=O)c1ccc(-c2ccccc2)cc1)Nc1cccc(Cl)c1 | 5 | -27 | -8
N#Cc1c(-c2cccs2)cc(-c2cccnc2)nc1N | -3 | -1 | 3
COC(=O)CN1C(=O)Nc2ccc(Br)cc2C1c1ccccc1 (configuration not stated) | -4 | 18 | 4

Taken from above.
FN deposition inh, `N#Cc1c(-c2cccs2)cc(-c2cccnc2)nc1N` reads 3
FN deposition inh, `O=C(c1c(F)cccc1F)N(Cc1ccccn1)C1CC1` reads 3
PGC1a acetyl inh, `Cc1ccc(-c2nnc(N(C)C(=O)c3cccnc3)s2)cc1` reads 4
FN deposition inh, `COC(=O)CN1C(=O)Nc2ccc(Br)cc2C1c1ccccc1` (configuration not stated) reads 4

Carrying on:
molecule | PGC1a acetyl inh | PAX8 reporter | FN deposition inh
COc1ccc(NC(=O)c2c(Nc3ccccc3)sc(C(=O)c3ccc(F)cc3)c2N)cc1 | 0 | 89* | -1
Nc1cc(N)nc(SCC(=O)c2ccccc2)n1 | -6 | 3 | -3
CC(=O)Nc1nc(S(=O)(=O)c2ccc(C)cc2)c(Cl)s1 | -23 | -4 | -6
CC(NC(=O)CSc1nnc(CC(=O)Nc2ccc(Cl)c(Cl)c2)n1C)c1ccccc1 (configuration not stated) | 7 | 5 | 6
CN(C)S(=O)(=O)c1cccc(C(=O)NCc2ccco2)c1 | 9 | 3 | 5
COC(=O)c1cc2sc(Cl)cc2n1CC(=O)NCC1CCCO1 (configuration not stated) | -8 | -4 | -7
O=C(CN1CCN(Cc2ccccc2Cl)C1=O)NCc1ccco1 | 14 | -22 | -5
O=P(CCN1CCCCC1)(c1ccccc1)c1ccccc1 | -10 | -11 | 2
CCCCn1c(SCC(=O)NC(C)CC)nc2ccc(N3CCOCC3)cc2c1=O (configuration not stated) | 5 | 6 | -5
CCOC(=O)C1CCN(C(=O)c2sc3nc(-c4ccc(F)cc4)cn3c2C)CC1 | -4 | -12 | 7
Cc1nc2cc(CC(=O)O)ccc2o1 | -12 | 11 | -2
COc1cccc2cc(-c3nnc(SCC(=O)Nc4nc(C)cs4)n3C)oc12 | -6 | -9 | -1
CNC(=O)C1CC(=O)N/C(=N/N=C(\C)c2cccs2)S1 (configuration not stated) | -38 | 19 | -9
Cc1c(C(=O)c2ccc(Cl)c(Cl)c2)cnc2cc3c(cc12)OCO3 | 7 | -9 | 8
CN1CCN(Cc2c(O)ccc3occ(C(=O)c4ccccc4)c23)CC1 | -24 | 17 | 5
COc1ccc(S(=O)(=O)N2CC3CCCN3c3ccc(C(F)(F)F)cc32)cc1 (configuration not stated) | -24 | 10 | 2
Cn1c(=O)c2c(nc(-n3ccnc3)n2Cc2ccccc2)n(C)c1=O | -6 | 5 | 0
COc1cccc(C(C(=O)NC(C)(C)C)N(C(=O)CCC(=O)Nc2cc(C)on2)C2CC2)c1OC (configuration not stated) | 1 | -5 | -9
COC(=O)c1ccc2c(=O)n(CCCCCC(=O)NCc3ccc4c(c3)OCO4)c(=O)[nH]c2c1 | 2 | 12 | 5
COc1ccc(N(Cc2cc3cc(OC)ccc3[nH]c2=O)S(C)(=O)=O)cc1 | -70 | 6 | 17
Cc1cc(C)n(-c2cc(Oc3ccccc3)ncn2)n1 | -21 | -37 | -5
COc1cc(C(=O)Nc2nccs2)c(Br)c(OC)c1OC | -6 | 20 | -7
CCCc1noc(-c2ccc(-c3ccccc3)cc2)n1 | -5 | -242 | -2
CC(C)COC(=O)c1ccc2c(c1O)C(=O)c1ccccc1C2=O | -2 | -182 | -2
CC1CCCN(c2nc3c(c(=O)n(C)c(=O)n3C)n2Cc2ccccc2)C1 (configuration not stated) | -9 | -3 | -2
CCOC(=O)c1c(C=O)c(C)n(Cc2ccc(C)cc2)c1C | -8 | 23 | 5
CCCSC1=N/C(=C\c2ccc3c(c2)OCO3)C(=O)S1 | 1 | 5 | -4
CCS(=O)(=O)N1CCc2cc(OC)c(OC)cc2C1 | -6 | 6 | 6
NC(=O)C(c1ccc(Cl)cc1)c1ncc(C(F)(F)F)cc1Cl (configuration not stated) | 2 | 8 | -3
O=C1NC(Cc2c[nH]c3ccccc23)C(=O)N1CCOc1ccccc1 (configuration not stated) | -7 | 0 | -6
CC1CCCC(NC(=O)COC(=O)COc2ccc(Cl)cc2)C1C (configuration not stated) | -8 | -8 | 7
O=C(c1nc2n(n1)C(c1ccc(Cl)cc1)C=C(c1ccccc1)N2)N1CCOCC1 (configuration not stated) | 5 | 3 | -6
O=C(C1CC(c2ccc(F)cc2)=NO1)N1CCCc2ccccc21 (configuration not stated) | -9 | 0 | 8
CC1CN(S(=O)(=O)c2ccc(NC(=O)c3ccco3)cc2)CC(C)O1 (configuration not stated) | -9 | 12 | -4
CC(C)Cc1cc(C(=O)Nc2cc(C(F)(F)F)ccc2Cl)no1 | 1 | 26 | -8
O=C(Nc1nnc(C23CC4CC(CC(C4)C2)C3)s1)c1ccco1 | -1 | -243 | -14
COCc1[nH]nc2c1C(c1cc(OC)c(O)c(OC)c1)C(C#N)=C(N)O2 (configuration not stated) | 9 | 5 | -4
COc1ccc(NC(=O)CSc2nncs2)cc1OC | -2 | 6 | -2
CCc1cccc(CC)c1N(COC)C(=O)Cn1c(CO)nc2ccccc21 | 3 | -6 | -6
O=C(O)c1ccc2nc(CO)[nH]c2c1 | 0 | 26 | 0
O=C(CSc1nnc(Cn2nnc(-c3ccccc3)n2)n1-c1ccccc1)Nc1ccc(F)cc1 | 8 | -2 | -6
Cc1ccc(NC(=O)CSCCc2ccccn2)nc1 | -7 | -16 | -2
c1ccc2c(c1)CCCN2Cc1nnnn1C1CCCC1 | 13 | 24 | 0
Cc1cccc(-n2c(Cc3cc(=O)[nH]c(=O)[nH]3)nnc2SCC(=O)NCc2ccco2)c1 | 5 | 16 | 3
Oc1ccc(-c2cccc(-c3ccc(O)cc3)n2)cc1 | -1 | -89 | 2
CC(C)(C)N(C(=O)Cn1nnc(-c2ccc(F)cc2)n1)C(C(=O)NC1CCCC1)c1ccncc1 (configuration not stated) | 10 | 14 | -6
CC(C)(C)c1ccc(S(=O)(=O)n2c(CN3CCOCC3)nc3ccccc32)cc1 | -5 | 9 | -2
CCn1ncc(C2=NOC(C(=O)Nc3ccc(C)cc3)C2)c1C (configuration not stated) | -6 | 15 | 1
Cc1nnc(Nc2ccccc2)n(N)c1=O | 3 | 7 | 12
COc1cc2[nH]c(=O)n(CCC(=O)N3CC=C(c4ccccc4)CC3)c(=O)c2cc1OC | 7 | 19 | -3
Cn1c(SCCN2CCCCC2)nnc1-c1ccccc1Br | 10 | -10 | 6
Cc1nc(SCN2C(=O)c3ccccc3C2=O)n[nH]1 | -2 | -10 | -5
N#Cc1ccc(C(c2nnnn2Cc2ccccc2)N2CCCC2)cc1 (configuration not stated) | -3 | 18 | 0
O=C(CSc1nc2ccccc2s1)N1c2ccccc2Sc2ccc(C(F)(F)F)cc21 | -42 | 11 | 0
COC(=O)c1c(N)n(CCCN2CCOCC2)c2nc3ccccc3nc12 | -18 | -16 | 1
CNC(=O)Nc1cccc(C(F)(F)F)c1 | 3 | -19 | 6

(cont.)
molecule | PGC1a acetyl inh | PAX8 reporter | FN deposition inh
Cc1ccc(S(=O)(=O)n2nc(C)cc2C)cc1 | 8 | -11 | -17
COCCn1c(-c2ccccc2)cnc1N | -5 | 8 | 8
COc1ccc(OC)c(NS(=O)(=O)c2ccc3c(c2)n(C)c(=O)n3C)c1 | 14 | 17 | 6
COc1cccc(CNC(=O)CSCc2cnn(-c3ccccc3)c2-n2cccc2)c1OC | -5 | -6 | -4
COc1ccc2oc(C)c(NC(C)=O)c2c1 | 0 | 6 | 7
CCCOc1ccc(Cc2nn3c(=O)/c(=C/c4ccco4)sc3nc2=O)cc1 | -23 | -13 | -12
O=C(CCC(=O)Nc1nnc(C2CCCCC2)s1)NCC1CCCO1 (configuration not stated) | 6 | -16 | 2
Cc1ccc(OCC(=O)Nc2ccc(S(=O)(=O)Nc3onc(C)c3C)cc2)cc1 | 8 | -2 | 8

One compound at a time (already shown).
Shown for COc1ccc2oc(C)c(NC(C)=O)c2c1 → PGC1a acetyl inh: 0; PAX8 reporter: 6; FN deposition inh: 7
Shown for Cc1ccc(OCC(=O)Nc2ccc(S(=O)(=O)Nc3onc(C)c3C)cc2)cc1 → PGC1a acetyl inh: 8; PAX8 reporter: -2; FN deposition inh: 8

The list continues:
molecule | PGC1a acetyl inh | PAX8 reporter | FN deposition inh
OCCN(CC(O)Cn1ccc2ccccc21)CC(O)Cn1ccc2ccccc21 (configuration not stated) | 0 | 16 | 2
CCOC(=O)C1CCN(C(=O)c2cn(C)c(=O)c3cc(OC)c(OC)cc23)CC1 | -1 | -1 | 2
O=C(Nc1ncc2c(n1)-c1ccccc1CC2)c1ccc(F)cc1 | 13 | -13 | 3
CN1CCN(CCCC(=O)c2ccc(F)cc2)CC1 | 3 | 1 | 10
Cc1ccc(NC(=O)/C(=C\c2cccnc2)NC(=O)c2ccco2)cc1 | 10 | -1 | 2
O=C1CCCCC(=O)c2ccccc2N1 | -7 | -20 | 3
O=C(CSc1nc2ccccc2o1)Nc1ccccc1N1CCCCCC1 | -6 | -5 | 21

This is a subset; rates above refer to the full screens.
